Source: PubChem
LGR2 inh: blocks bursicon-induced cAMP signaling via Drosophila LGR2; inhibition, % at 9.99 µM; 0.35% of 380,000 active; HEK293 LGR2, CRE-luciferase, bursicon-stimulated, 4 h;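 active = drop in luminescence signal, shown as inhibition above about 50% in the replicate tests, limit read from the data, passing the limit was not always enough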;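 note: agonist challenge used bursicon conditioned medium at about half maximal strength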
FN deposit inh: fibronectin deposition inhibition | inhibition, % at 12.6 µM | AH1F fibroblasts, Alexa488-fibronectin deposition fluorescence, overnight | AID 743247 | 0.086% of 350,000 active;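 active = mean inhibition across replicates of 30% or more, regardless of how many single replicates reach that level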;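 note: positive control wells lacked labelled fibronectin entirely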
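Material: AH1F fibroblast monolayer depositing Alexa488-labelled fibronectin into matrix / Amount: 10000 AH1F cells per well / Signal: fluorescence 485/525 nm / Medium: DMEM, 2% serum / Compound: single dose, pinned / Incubation: 1 h cell adhesion before compound, then overnight fibronectin incubation / Reagent: Alexa488-FN, 24 nM final / Read-out: inhibition of fibronectin deposition signal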
EWS-Fli block: blocks EWS/Fli oncoprotein-driven transcription; inhibition, % at 12.6 µM; 0.67% of 350,000 active; A673 NR0B1-luciferase reporter, viability-normalised;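 active = mean inhibition of at least 50% after viability correction, with every replicate also passing that limit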;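 note: firefly luciferase signal divided by Alamar Blue viability fluorescence both relative to DMSO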
S100A4 MyoIIA: inhibitors of human S100A4 binding to myosin IIA peptide. S100A4/TAMRA-MyoIIA peptide fluorescence polarization. AID 652163. inhibition, % at 10.7 µM. P26447. 0.14% of 360,000 active;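 active = mean inhibition of at least 70% across replicates, with every replicate also reaching that level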
Target sequence (P26447 whole entry, looked up): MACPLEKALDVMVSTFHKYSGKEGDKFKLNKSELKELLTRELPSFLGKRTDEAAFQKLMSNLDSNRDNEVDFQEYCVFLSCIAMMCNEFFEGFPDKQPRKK
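Compound dosing: one dose per compound; test system: human S100A4 monomer with TAMRA-labelled myosin IIA peptide; probe or stimulus: TAMRA-labelled myosin IIA heavy-chain peptide probe, 5 nM; medium: HEPES buffer with Ca2+, pH 7.2; schedule: 5 min incubation before reading; benchmarks: neutral control DMSO, positive control TFP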
ERAP1 inh: inhibitors of human ERAP1 aminopeptidase; inhibition, % at 10.7 µM; recombinant ERAP1, Leu-AMC fluorescence, 60 min; 0.15% of 340,000 active; Q9NZ08;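 active = mean replicate inhibition of at least 30%, or all replicates individually reaching that 30% level; inactive = mean below 30% and not every replicate reaching it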;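 note: 0% = neutral control wells and 100% = L-leucinethiol positive control wells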
Target sequence (Q9NZ08 whole entry, looked up): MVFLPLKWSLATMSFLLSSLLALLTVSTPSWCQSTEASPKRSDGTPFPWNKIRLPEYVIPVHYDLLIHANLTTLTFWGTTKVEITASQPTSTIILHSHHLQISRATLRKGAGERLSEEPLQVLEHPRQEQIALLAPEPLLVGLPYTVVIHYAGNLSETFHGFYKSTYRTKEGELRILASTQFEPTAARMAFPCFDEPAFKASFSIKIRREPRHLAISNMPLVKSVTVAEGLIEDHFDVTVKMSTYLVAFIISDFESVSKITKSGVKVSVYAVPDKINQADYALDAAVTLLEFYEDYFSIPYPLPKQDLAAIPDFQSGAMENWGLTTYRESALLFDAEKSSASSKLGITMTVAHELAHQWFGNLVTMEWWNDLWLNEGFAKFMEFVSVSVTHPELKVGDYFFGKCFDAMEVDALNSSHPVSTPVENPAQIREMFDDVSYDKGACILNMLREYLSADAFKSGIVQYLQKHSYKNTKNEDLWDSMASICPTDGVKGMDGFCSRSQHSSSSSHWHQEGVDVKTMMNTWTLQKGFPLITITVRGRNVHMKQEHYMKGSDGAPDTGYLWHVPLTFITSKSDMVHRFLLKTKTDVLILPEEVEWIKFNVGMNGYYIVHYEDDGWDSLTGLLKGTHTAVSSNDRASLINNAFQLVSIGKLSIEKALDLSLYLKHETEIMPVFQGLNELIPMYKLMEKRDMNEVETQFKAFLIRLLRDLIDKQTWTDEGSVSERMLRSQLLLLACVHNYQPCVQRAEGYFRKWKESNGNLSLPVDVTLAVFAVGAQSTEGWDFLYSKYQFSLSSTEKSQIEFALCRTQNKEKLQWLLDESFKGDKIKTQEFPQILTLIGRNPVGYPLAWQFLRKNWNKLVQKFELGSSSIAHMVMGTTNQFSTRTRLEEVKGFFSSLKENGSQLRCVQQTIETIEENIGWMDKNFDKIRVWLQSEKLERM
PAX8 reporter: PAX8 transcriptional activity inhibition | 1.2% of 360,000 active | AID 652154 | inhibition, % at 12.6 µM | RMG-I TPO-luciferase reporter, SteadyGlo, 24 h;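 active = mean replicate inhibition at least 60% with every replicate also reaching 60%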;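 note: luciferase light reporting Pax8 driven TPO promoter activity; plate controls were median of neutral control wells for no effect and mitoxantrone controls for full effect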
PGC1a acetyl inh: modulators of PGC1a acetylation; U2OS PGC1a acetylation, AlphaScreen anti-acetyl-lysine; with virally co-expressed GCN5 acetyltransferase; inhibition, % at 15.6 µM; 0.17% of 350,000 active; AID 651687;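 active = every replicate shows inhibition of at least 40%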;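 note: 0% = neutral control wells and 100% = positive control wells; some results beyond the cut were filed as inactive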
PglD inh: inhibitors of Campylobacter jejuni PglD acetyltransferase; AID 602405; 0.098% of 360,000 active; purified PglD enzyme, DTNB colorimetric CoA detection; inhibition, % at 12.5 µM; in the data active = inhibition above about 16%, passing the limit was not always enough; note: strong numbers were not always called active
Numbers without * were called inactive; . = no result given; & = joins results of further samples. Rows were taken by chance; overall some 2.1% were active at least once.

SMILES | LGR2 inh | FN deposit inh | EWS-Fli block | S100A4 MyoIIA | ERAP1 inh | PAX8 reporter | PGC1a acetyl inh | PglD inh
COc1ccc(S(=O)(=O)N(C)C[C@@H]2Oc3ccc(NC(=O)Nc4ccc5c(c4)OCO5)cc3C(=O)N([C@H](C)CO)C[C@H]2C)cc1 | 4 | 3 | -8 | 4 | 1 | . | 0 | 2
COc1ccc(CCC(=O)NCCc2cn3c(C)csc3n2)cc1 | 0 | 2 | 4 | -1 | 6 | 15 | . | -2
Cc1cc(OCC(=O)N[C@@H](CSCc2ccccc2)C(=O)O)c2c(C)c(C)c(=O)oc2c1 | 9 | . | 1 | -1 | 19 | . | 8 | 2
Cc1occc1-c1nnc(SCC(=O)N2CCCCC2C)o1 (stereo unspecified) | 9 | 0 | -9 | 4 | 1 | -22 | 2 | 0
CN1C(=O)C(C)(C)c2cc(S(=O)(=O)NCC3CCC(C(=O)NCc4ccc(F)cc4)CC3)ccc21 (stereo unspecified) | -3 | 8 | 6 | 6 | 1 | 4 | -9 | -5
COC(=O)c1ccccc1NC(=O)CCCn1nc([N+](=O)[O-])c(Br)c1C | 4 | -2 | -1 | 0 | -6 | -10 | 7 | -3
COC(=O)[C@]1(Cc2ccccc2)N[C@H](CN(C)C(=O)c2ccccc2)[C@@H]2C(=O)N(Cc3ccccc3)C(=O)[C@@H]21 | 26 | -2 | -6 | -3 | 0 | -5 | 0 | 1
CSCCC(NC(=O)c1cccc(C)c1)C(=O)OCC(=O)NC(=O)c1cccn1C (stereo unspecified) | -21 | -5 | . | . | . | -1 | 11 | 3
CC(C)(C)[S@](=O)N1Cc2cc(C(=O)NCCN3CCCC3)nc(-c3cccc(-c4ccc(C#N)cc4)c3)c2[C@@H]1CCO | 2 | 0 | 6 | -41 | 0 | -1 | 7 | -2
COC(=O)c1ccc(N2C(c3ccsc3)=Cc3cc4c(cc3C2CC(=O)c2ccco2)OCO4)cc1 (stereo unspecified) | 14 | 10 | 0 | -1 | -2 | 44 | . | .
COC(=O)c1ccc(NC(=O)C(=O)N2CCN(C(=S)Nc3ccccc3OC)CC2)cc1 | 20 | -2 | . | . | . | -11 | . | 3
N/C(=N\c1nc2ccccc2o1)NC(=O)c1cccc(Cl)c1 | -7 | 7 | 6 | 1 | -1 | 7 | 19 | -2
Cc1ccccc1NC(=S)N1CCC(C(=O)c2ccc(F)cc2)CC1 | -17 | . | -13 | -1 | -6 | . | -5 | -3
CCN1C(=O)CSc2ccc(C(=O)NCCCN3CCOCC3)cc21 | -10 | . | -1 | -3 | -2 | . | -10 | -4
S=C(NCCc1ccccc1)Nc1ncccn1 | -80 | -12 | -64 | 5 | -1 | -193 | -8 | -4
Cc1ccc(NC(=O)OCCN2CCN(Cc3ccccc3)CCC2=O)cc1 | 3 | -13 | -4 | 2 | -1 | 0 | . | 9
CN(C)C(=O)c1cccc(-c2ccc3c(c2)[C@@H]2[C@@H](CCN2S(=O)(=O)c2cn(C)cn2)[C@@H](CO)N3)c1 | 1 | -8 | 1 | . | . | 0 | 0 | 3
C[C@H]1CN([C@@H](C)CO)C(=O)c2cc(Br)cnc2O[C@@H]1CN(C)C(=O)CN(C)C | 3&-1 | -5&1 | -3&5 | 6&15 | 17&1 | -3 | 13&0 | 1&-1
N=C1c2ccccc2-c2ccccc21 | 19 | -1 | -8 | 7 | -1 | -17 | -2 | 1
CCc1nn(C(C)C(=O)N(C)Cc2ccccc2)c(=O)c2cc3occc3n12 (stereo unspecified) | 11 | -6 | 4 | -5 | -2 | -10 | 1 | 1
Cc1ccc(CSCCNS(=O)(=O)c2ccc([N+](=O)[O-])cc2)cc1 | 8 | . | . | -1 | 0 | -6 | . | .
CO[C@H]1CN(C)C(=O)c2ccc(NS(=O)(=O)c3cn(C)cn3)cc2OC[C@H](C)N(CC2CC2)C[C@@H]1C | 6 | 3 | 4 | 2 | 0 | . | 13 | .
Cc1noc(C)c1COc1ccccc1C(=O)NNC(=O)C(C)Oc1ccccc1F (stereo unspecified) | -13 | . | 0 | 1 | -2 | 6 | 11 | 6
O=C(O)/C=C/C(=O)O | -23 | . | -13 | -7 | 5 | . | 13 | -7
O=C(COC(=O)c1ccc2ccccc2n1)NCc1ccccc1 | -8 | 5 | 12 | -1 | 0 | -10 | 20 | 1
Nc1c2c(nn1-c1ccc(F)cc1)CSC2 | 4 | -4 | . | 1 | -4 | -6 | -8 | -4
CS(=O)(=O)c1ccc2nc(NC(=O)c3cc([N+](=O)[O-])cc([N+](=O)[O-])c3)sc2c1 | -6 | 2 | 10 | 5 | -3 | 38 | . | 0
CCCCNS(=O)(=O)NC(=O)C1=C(N2CCCC2)COC1=O | -9 | -2 | 3 | -4 | -2 | 13 | . | -6
COc1cccc(NC(=O)CSc2nc3ccccc3c(=O)n2CCCC(=O)NCC2CCCO2)c1 (stereo unspecified) | -10 | -12 | 7 | -2 | -2 | -11 | -7 | -1
CCOC(=O)C1(Cc2ccccc2)CCCN(Cc2ccc(OCCO)cc2)C1 (stereo unspecified) | 16 | -26 | -2 | -2 | 19 | 2 | -8 | -4
CC(C)(C)[C@@H]1CCC(=O)N(CC[C@H](Sc2ccccc2)c2ccccc2)CC1 | 19 | 1 | 23 | -1 | 5 | 10 | -8 | -4
C(=C\c1ccccc1)/C=N/N1CCN(Cc2ccccc2)CC1 | -16 | -3 | -51 | -5 | -4 | -49 | 6 | .
CCOC(=O)c1c(C2CCN(C(=O)OCC)CC2)nc2ccccn12 | -2 | 0 | 0 | -10 | 2 | 13 | 0 | 0
COC(=O)c1ccc(CN2CCCC(C(=O)Nc3cccc(-n4cnnn4)c3)C2)cc1 (stereo unspecified) | -11 | -1 | . | -2 | 4 | . | . | -1
COc1ccc(Cc2nnc(SCc3ccc([N+](=O)[O-])cc3)o2)cc1 | 4 | 5 | -14 | 0 | -3 | -17 | 19 | .
C#CCSc1nc(=O)c2cccnc2n1-c1ccc(C)cc1 | . | 7 | 3 | -4 | 0 | 1 | 17 | 0
CN(C(=O)c1ccc(Cl)c(S(=O)(=O)N2CCOCC2)c1)c1ccccc1C(=O)O | 10 | . | 2 | -4 | -2 | . | . | .
COc1cccc(C(=O)Nc2ccc(NC(C)=O)cn2)c1 | . | -4 | . | . | . | -94 | -11 | 4
C/C=C/c1cnc2c(c1)C(=O)N([C@@H](C)CO)C[C@H](C)[C@@H](CN(C)C(=O)Nc1ccc(OC)cc1)O2 | -15 | 10 | -10 | 3 | 0 | . | 5 | -11
CC(C)Sc1n[nH]c(=O)n1-c1ccccc1 | . | 7 | 12 | -2 | 2 | 18 | 1 | -2

Retrieved by structure from above, 2 records:
SMILES | LGR2 inh | FN deposit inh | EWS-Fli block | S100A4 MyoIIA | ERAP1 inh | PAX8 reporter | PGC1a acetyl inh | PglD inh
Cc1noc(C)c1COc1ccccc1C(=O)NNC(=O)C(C)Oc1ccccc1F (stereo unspecified) | -13 | . | 0 | 1 | -2 | 6 | 11 | 6
Cc1ccccc1NC(=S)N1CCC(C(=O)c2ccc(F)cc2)CC1 | -17 | . | -13 | -1 | -6 | . | -5 | -3

More results follow.
SMILES | LGR2 inh | FN deposit inh | EWS-Fli block | S100A4 MyoIIA | ERAP1 inh | PAX8 reporter | PGC1a acetyl inh | PglD inh
COc1cccc(C(=O)NCC[N+](C)(C)C)c1 | -27 | 6 | 2 | 0 | . | 14 | . | .
O=C(CN1C(=O)S/C(=C\c2ccccc2F)C1=O)NC1C=CS(=O)(=O)C1 (stereo unspecified) | 17 | 13 | . | -2 | 3 | 24 | 1 | -2
O=C(CN(c1cc(Cl)ccc1Cl)S(=O)(=O)c1ccccc1)N1CCOCC1 | -12 | -2 | 0 | -4 | 0 | 3 | . | 7
COCCCN(C(=O)c1ccccc1)c1nc(-c2ccc(OC)cc2)cs1 | -27 | 0 | -32 | -3 | -1 | 3 | . | -3
COCc1c(C(=O)N/N=C\c2cccs2)nnn1-c1nonc1N | 19 | 2 | 16 | -1 | 0 | -25 | . | -2
CS(=O)(=O)N1CCC(C(=O)Nc2ccc(C(F)(F)F)cc2)CC1 | 9 | -6 | -1 | -2 | -1 | -29 | -8 | .
Cc1ccc(NC(=O)C/C(N)=N/OC(=O)Nc2cccc(Cl)c2)cc1 | -15 | -4 | -16 | -3 | -6 | -20 | 5 | 5
Clc1ccc(Nc2nc(C3CC3)cs2)cc1 | -21 | -11 | -144 | -11 | 7 | -45 | 0 | 0
COc1ccc(CN(C)CC(O)COc2ccc(C(=O)c3ccccc3)cc2)c(OC)c1OC (stereo unspecified) | -8 | -11 | 43 | -2 | 3 | -3 | . | -6
N#Cc1ccc(S(=O)(=O)N2CCC(N3CCCCC3)CC2)cc1 | 23 | 3 | 2 | -10 | -3 | 9 | -7 | 0
CCCNC(=O)N(C)C[C@@H]1Oc2cc(C#CC3CC3)ccc2S(=O)(=O)N([C@H](C)CO)C[C@H]1C | 2 | . | -10 | -3 | 0 | . | -22 | 2
O=C(CN1CCS(=O)(=O)CC1)NNC(=O)C1CCCCC1 | -8 | -3 | 7 | 3 | 5 | -9 | -10 | .
Cc1nc([N+](=O)[O-])c(Br)n1CC(=O)c1ccc(F)cc1 | 24 | -1 | 15 | -1 | 0 | 12 | 3 | .
COCCn1c(C)cc(C(=O)COC(=O)c2ccc3ncsc3c2)c1C | . | -10 | . | . | . | -130 | 7 | 6
C[C@@H]1CN([C@@H](C)CO)C(=O)Cc2cc(NC(=O)C3CC3)ccc2O[C@H]1CN(C)S(=O)(=O)c1ccccc1 | 4 | . | -2 | 0 | 2 | 2 | -5 | -5
CCO[C@@H]1OC(C(=O)Nc2ccccc2)=C[C@H](c2csc3ccccc23)[C@H]1CCCO | -3 | 6 | 8 | 0 | . | 14 | . | -4
CO[C@@H]1CN(C)C(=O)c2cc(NC(=O)C3CCC3)ccc2OC[C@@H](C)N(C)C[C@H]1C | -9 | -2 | -1 | 2 | . | 6 | -5 | -2
Cc1ccccc1Nc1nnc(SCC(=O)NC(=O)NCc2ccco2)s1 | . | 3 | . | . | . | -17 | 5 | 7
O=C(CSc1nc2ccccc2o1)Nc1nc(-c2ccccc2)cs1 | -40 | -7 | . | . | . | -28 | . | -3
Cc1noc(C)c1NC(=O)N[C@H]1CC[C@@H](CC(=O)Nc2ccc(-c3ccccc3)cc2)O[C@@H]1CO | -1 | -16 | -10 | 7 | 4 | -4 | -7 | -2
Clc1cccc(-c2nc3ccc(Cl)cn3c2Cc2ccccc2)c1 | -102 | -4 | -42 | -9 | -1 | -127 | -21 | 5
Cc1nonc1CC(=O)N1CCCC(C(=O)c2cccc(C(F)(F)F)c2)C1 (stereo unspecified) | -8 | -12 | 0 | -3 | 2 | 4 | -4 | -1
CCC(=O)c1cn(CC(=O)Nc2cccc(OC)c2)c2ccccc12 | 0 | 2 | 3 | -8 | 0 | 6 | . | 0
COc1ccc(CNC(=O)[C@H](Cc2ccccc2)NC(=O)C2CCNCC2)cc1 | -10 | -3 | . | -5 | 0 | -9 | . | .

Compounds listed so far containing a thiophene ring, fused or not (three):
SMILES | LGR2 inh | FN deposit inh | EWS-Fli block | S100A4 MyoIIA | ERAP1 inh | PAX8 reporter | PGC1a acetyl inh | PglD inh
COC(=O)c1ccc(N2C(c3ccsc3)=Cc3cc4c(cc3C2CC(=O)c2ccco2)OCO4)cc1 (stereo unspecified) | 14 | 10 | 0 | -1 | -2 | 44 | . | .
COCc1c(C(=O)N/N=C\c2cccs2)nnn1-c1nonc1N | 19 | 2 | 16 | -1 | 0 | -25 | . | -2
CCO[C@@H]1OC(C(=O)Nc2ccccc2)=C[C@H](c2csc3ccccc23)[C@H]1CCCO | -3 | 6 | 8 | 0 | . | 14 | . | -4
